# D2 antag: D2 dopamine receptor (human) antagonism; P14416; 2% of 340,000 active; HEK293 TREx D2 cells, calcium flux, dopamine EC80; inhibition, % at 10 µM; in the data active = inhibition above about 30%; note: 0% is about no effect
# Target sequence (P14416 whole entry, looked up): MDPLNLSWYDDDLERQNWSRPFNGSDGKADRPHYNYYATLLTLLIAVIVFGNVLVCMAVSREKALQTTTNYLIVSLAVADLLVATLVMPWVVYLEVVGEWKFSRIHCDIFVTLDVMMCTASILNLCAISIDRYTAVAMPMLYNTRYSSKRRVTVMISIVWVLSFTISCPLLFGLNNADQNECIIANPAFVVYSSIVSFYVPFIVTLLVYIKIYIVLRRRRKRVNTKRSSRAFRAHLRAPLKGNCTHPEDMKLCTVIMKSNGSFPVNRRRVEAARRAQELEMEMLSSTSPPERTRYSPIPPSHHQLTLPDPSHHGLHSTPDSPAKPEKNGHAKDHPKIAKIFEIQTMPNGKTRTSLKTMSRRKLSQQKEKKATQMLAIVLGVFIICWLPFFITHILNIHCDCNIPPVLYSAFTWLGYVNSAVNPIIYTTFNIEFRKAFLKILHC
#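 Calcium mobilization kinetics were recorded at 1 s intervals in tetracycline-induced HEK293 T-REx D2 cells, first for 180 s after compound addition and then 180 s after EC80 dopamine.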
# 12-LOX inh: ALOX12 (human) lipoxygenase inhibition; purified 12hLO, xylenol orange hydroperoxide absorbance; P18054; AID 1671190; 1.1% of 580,000 active; Potency, µM (titrated, usually from 108 µM), without a hit: at the top dose activity change, negative = inhibition, hits mostly inhibitors; note: potency is the fitted concentration of half-maximal effect; % is set by controls: 0 for no effect and ±100 for the full control effect
#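 Purified human 12hLO (150 nM final) in 25 mM Hepes, 0.01% Triton X-100, pH 7.0 was preincubated 15 min at room temperature with compound. Then 40 uM arachidonic acid was added, 30 min. Hydroperoxide was read by Fe-XO absorbance ratio 573/405 nm.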
# LDHA block: inhibitors of human lactate dehydrogenase A | activity change, % (values are at about 110 or 230 µM) | 0.15% of 480,000 active | P00338 | purified LDHA, NADH/diaphorase-resazurin fluorescence; stronger effect = lower value; in the data active = activity change below about -30%; inconclusive = mostly about -25% to -30%;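 note: plate controls were DMSO wells for no effect and wells without enzyme for full effect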
#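 Enzyme activity of human lactate dehydrogenase 5 (2 nM; 0.06 mM NADH, 0.2 mM pyruvate, 5 min, RT) is measured via a resazurin/diaphorase fluorescence readout of residual NADH.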
# RGS4 inhibitor: blocks human RGS4-accelerated GTP hydrolysis; P49798; Transcreener GDP fluorescence polarization, RGS4-accelerated GTP hydrolysis; Potency, µM (highest dose often 114 µM), for inactives: top-dose activity change, negative = inhibition, actives largely listed as inhibitors; 0.039% of 390,000 active; note: potency is the fitted concentration of half-maximal effect; % is set by controls: 0 for no effect and ±100 for the full control effect; nearly all actives have a fitted effect of over 75% in size; some results filed as inactive show a strong effect at the top dose
# Target sequence (P49798 whole entry, looked up): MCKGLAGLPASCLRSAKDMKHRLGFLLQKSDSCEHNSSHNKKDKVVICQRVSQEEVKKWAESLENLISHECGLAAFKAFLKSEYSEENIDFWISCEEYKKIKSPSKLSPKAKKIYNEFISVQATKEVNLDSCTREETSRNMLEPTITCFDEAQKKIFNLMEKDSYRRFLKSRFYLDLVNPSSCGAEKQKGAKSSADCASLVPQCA
#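 MLSMR compounds (23 nl, pin-transferred) preincubated 10 min at room temperature with a 500nM (2x) first reagent, then RGS4 at 900nM (2x) plus Transcreener GDP mix added; fluorescence polarization (620/688 nm) read before and after 90 min at 30 °C.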
# D2 agonist: agonists of human D2 dopamine receptor. P14416. HEK293 T-REx D2 cells, calcium flux agonist mode. activation, % at 2 µM. 0.53% of 340,000 active;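 active = activation over 3 SD above normal in the single-dose calcium agonist read, cut at about 30% in these data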; note: 0% is about no effect
#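 Tetracycline-induced HEK293 T-REx cells with force-coupled D2 receptor, plated overnight at 30 C, loaded with no-wash calcium dye. After a 10 s baseline, compound was pin-added and calcium flux read kinetically for 180 s; calcium rises flagged agonists.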
# Vif-APOBEC3F blk: Vif-A3F binding inhibition. 0.2% of 390,000 active. AID 602313. HeLa A3F-eYFP + Vif (tagged APOBEC3F with the HIV-1 protein that degrades it), YFP fluorescence increase. Potency, µM (top dose mostly 46.1 µM), inactives show at the highest dose activity, negative = active; note: potency is the fitted concentration of half-maximal effect; % of control where 0% means no effect; nearly all actives have a fitted effect of over 65% in size
#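 Fluorescence increase (Ex 488/Em 500-530) after overnight compound treatment at 37 deg C flags inhibition of Vif-driven A3F-eYFP loss in stable HeLa A3F-eYFP/Vif cells seeded overnight beforehand.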
# ERG Ets-DNA blk: inhibitors of human ERG Ets domain-DNA interaction; 0.028% of 370,000 active; Potency, µM (titrated, usually from 76.9 µM), inactives show top-dose FP activity, negative = inhibition, hits mostly inhibitors; AID 624246; fluorescence polarization, His-ERG Ets domain / labelled DNA; active = well fitted inhibition curve with a large enough effect in the polarisation, with a control signal flat; inconclusive = small, poorly fitted or top-dose-only effect, or effect the other way, or a change in a side signal; inactive = no such curve, though single readings can be large or run the other way; the % refers to the polarisation;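 note: polarization taken with two DNA probes labelled with fluorescein and Texas red; potency is the fitted concentration of half-maximal effect; % of control where 0% means no effect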
#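 His-tagged ERG Ets domain (1 uM in the protein solution; 300mM KCl, 50mM Tris-HCl, 1mM EDTA, 1mM DTT, pH 7.5) received compound, then a probe mix of 5 nM fluorescein-DNA and 100nM Texas-615-DNA. Fluorescence polarization was read for both dyes.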
# GRP78 ERSR act: ER stress response induction in glioma. U87-MG GRP78 promoter luciferase reporter, 16 h. Potency, µM, for inactives: at the highest dose activation, most hits filed as activators. 0.02% of 420,000 active; note: potency is the fitted concentration of half-maximal effect; series mostly up to about 76 µM; % of control where 0% means no effect; nearly all actives have a fitted effect of over 35% in size
#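 Stably transfected U87-MG human glioma cells carrying a GRP78-based luminescent sensor were seeded at 1000 cells/well, pin-dosed with compounds and incubated 16 h. Luciferase reagent was then added, and end-point luminescence was read after 10 min at room temperature.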
# Vif-A3G inh: blocks the Vif interaction with human APOBEC3G | HeLa A3G-eYFP + Vif (tagged APOBEC3G with the HIV-1 protein that degrades it), YFP fluorescence, overnight | Potency, µM (series often up to 46.1 µM), for inactives: at the top dose activity, negative = active, actives largely listed as inhibitors | 0.076% of 410,000 active | AID 602310;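 note: potency is the fitted concentration of half-maximal effect; % is set by controls: 0 for no effect and ±100 for the full control effect; nearly all actives have a fitted effect of over 60% in size; hits raise eYFP signal because A3G escapes Vif-driven loss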
# Target sequence (Q9HC16 whole entry, looked up): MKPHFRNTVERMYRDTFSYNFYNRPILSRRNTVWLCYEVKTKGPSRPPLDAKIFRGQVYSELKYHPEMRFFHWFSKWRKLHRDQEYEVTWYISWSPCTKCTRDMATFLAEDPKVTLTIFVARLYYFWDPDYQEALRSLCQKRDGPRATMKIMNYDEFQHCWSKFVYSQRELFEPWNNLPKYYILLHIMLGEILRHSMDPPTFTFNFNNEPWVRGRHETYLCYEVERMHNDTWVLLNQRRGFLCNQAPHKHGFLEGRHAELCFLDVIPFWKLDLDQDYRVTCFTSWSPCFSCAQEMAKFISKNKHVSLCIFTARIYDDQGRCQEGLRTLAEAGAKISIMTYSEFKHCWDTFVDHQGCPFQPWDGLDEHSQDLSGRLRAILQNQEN
#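 HeLa cells stably expressing Vif and C-terminally eYFP-tagged A3G, seeded overnight at 37 deg C, then exposed to compound by pintool overnight at 37 deg C. Rise in yellow fluorescence (Ex 488/Em 500-530, Acumen) marks blocked Vif-driven A3G degradation.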
# The depositor's hits bear a star; u = inconclusive; x = not tested or not shown; & = joins results of further samples; [ ] = dose if it differs, or a comment. Unless noted, calls come from the whole dose curve; as a rule, active = well fitted curve in the direction sought with a large enough effect; inconclusive = small, poorly fitted or top-dose-only effect, or another doubt; inactive = no such curve, though single readings can be large; an effect the other way counts as inactive or inconclusive. Only part of the results is shown, so the mix of outcomes need not match the whole.
# Every second line gives: D2 antag	12-LOX inh	LDHA block	RGS4 inhibitor	D2 agonist	Vif-APOBEC3F blk	ERG Ets-DNA blk	GRP78 ERSR act	Vif-A3G inh
> Cc1cc(NC(=O)COC(=O)CCS(=O)(=O)c2cc(Cl)ccc2Cl)no1
 : 21	-58%	-3	-3%	-0.3	-2%	-11%	-6%	0%
> O=C(Nc1ncnc2sc3c(c12)CCCCC3)c1ccco1
 : 5	-9%	-2	8%	-0.6	-3%	1%	-2%	-6%
> CC1(C)N=C(N)NC(Nc2ccc(Br)cc2)=N1
 : x	-9%	1	-43%	x	-1%	1%	-4%	-3%
> C/C(=N\NC(=S)NCc1ccccc1)c1cccs1
 : -6	40µM*	-3	-27%	-0.5	u	6%	6%	-6%
> CCC(C)c1ccc(NC(=O)C2CC3CCC2C3)cc1 (configuration not stated)
 : x	-8%	-4	5%	x	-1%	-6%	4%	-6%
> CCOC(=O)c1cc(-c2ccc(C)cc2)n(CCC(=O)Nc2ccc(OC)c(OC)c2)c1C
 : x	-13%	7	1%	-0.3	6%	7%	-1%	2%
> COc1ccc(C(=O)OCC(=O)NCc2ccc3c(c2)OCO3)cc1[N+](=O)[O-]
 : 12	-21%	-11	-27%	-0.8	12%	-9%	-3%	-1%
> O=C1CCCN2N=C(SCC(=O)Nc3nc4ccccc4s3)SC2=N1
 : -1	289%[activator]	-12	-13%[56.9 µM]	0.9	-14%	-3%	2%	-9%
> Nc1nc2n(n1)C(c1cccc(Br)c1)CC(c1ccccc1)N2 (configuration not stated)
 : -5	354%[activator]	-3	19%	0.7	0%	-3%	-4%	-1%
> CC(C)NCC(O)COc1ccc(CCOCC2CC2)cc1 (configuration not stated)
 : -5&19&-20	3%	-7	-17%[56.9 µM]	1.7&0.9&0.6	4%	-5%	-1%&1%&-3%	-2%
> O=C(NNc1ncccc1Cl)c1c(Cl)cccc1Cl
 : -1	13%	-1	-3%	-0.6	-13%	7%	-3%	4%
> OCC1OC(n2cnc3c(=S)nc[nH]c32)CC1O (configuration not stated)
 : x	u	2	-44%	x	-13%	-2%	-4%	-8%
> CNC(=O)COC(=O)c1ccccc1Oc1ccccc1
 : 10	-5%	-4	41%	-0.2	0%	-6%	-3%	0%
> CSc1nc(-c2ccccc2)cc(C)c1C#N
 : -21	35%[activator]	-6	-15%	-0.8	7%	u	-5%	5%
> CCn1nnnc1SCC(=O)N1CCN(Cc2ccc3c(c2)OCCO3)CC1
 : 12	1%	1	4%	0.5	-10%	-8%	-1%	0%
> CCOC(=O)C1=C(C)N(c2ccccc2)C(=O)NC1c1cccc([N+](=O)[O-])c1 (configuration not stated)
 : -5	u	0	-31%	0.5	3%	2%	-6%	-6%
> CCOc1cc(C(=O)OCc2ccc(OC)cc2)ccc1OCC(=O)N1CCOCC1
 : -1	5%	-18	5%	0.0	0%	-6%	-2%	-3%
> Cc1ccnc(NC(=O)C2CCN(S(=O)(=O)c3ccc4c(c3)CC(C)N4C(=O)C3CCC3)CC2)c1 (configuration not stated)
 : x	32%[activator]	0	-41%	x	-1%	10%	-6%	3%
> Cc1cc(C(=O)OC(C)C(=O)NC2CCCCC2C)c(C)o1 (configuration not stated)
 : -7	-8%	-4	14%	0.3	-2%	0%	-2%	-2%
> COc1ccc(C(=O)Nc2cc(S(=O)(=O)c3ccc(Cl)cc3)c(O)c(C)c2C)cc1
 : x	-21%	4	-10%	-0.3	3%	-3%	4%	0%
> Cc1cc(Br)ccc1NC(=O)c1ccc(NS(=O)(=O)c2c(C)noc2C)cc1
 : x	-13%	-4	-9%	1.1	5%	-5%	-3%	3%
> COc1ccc(Cc2nc3ccc(C(=O)N(C)CCCN4CCOCC4)cc3o2)cc1
 : 13	-27%	-2	-21%[56.9 µM]	0.2	-3%	1%	-1%	7%
> CCc1ccccc1NC(=O)CC(C)S(=O)(=O)c1ccc2c(c1)NC(=O)CO2 (configuration not stated)
 : x	-19%	-13	11%	-0.3	-2%	-2%	-4%	1%
> CCOC(=O)c1sc(C)c(C(=O)NC2CCCCC2)c1N
 : -14	-10%	-3	6%	-0.3	-1%	-1%	6%	-5%
> CCC(CC)C(=O)Nc1nnc(S(=O)(=O)Nc2ccccc2C)s1
 : -12	0%	-1	2%	-0.5	-1%	1%	-3%	-14%
> COc1cc(OC)c(OC)cc1CNC(=O)c1ccc(S(=O)(=O)N2CC(C)OC(C)C2)cc1 (configuration not stated)
 : -6	4%	-2	1%	0.0	6%	-9%	0%	6%
> CC1CCCC(C)N1S(=O)(=O)c1ccc(S(=O)(=O)NCc2ccccc2)cc1 (configuration not stated)
 : -28	7%	-11	-5%	0.6	-6%	x	-3%	0%
> Cc1ccccc1-c1ncc(CN2CCN(C3CCCC3)C(CCO)C2)cn1 (configuration not stated)
 : -10	-5%	-1	-23%	-0.1	-15%	-9%	-2%	2%
> COc1ccc(NC(=S)NCCc2ccc(F)cc2)c(OC)c1
 : -1	u	-3	-16%	-1.1	-14%	4%	-2%	1%
> CN1/C(=C\C(=O)COC(=O)c2nccnc2N)C(C)(C)c2ccccc21
 : -15	-2%	0	-17%	-0.1	-23%	17%	-5%	-23%
> COc1ccccc1CNC(=O)c1cn(C)c2ccc(S(=O)(=O)N(C)C3CCCCC3)cc2c1=O
 : x	-26%	-7	7%	0.4	0%	-1%	1%	-2%
> CCOc1ccc(S(=O)(=O)Nc2ccc3oc4c(c3c2)CC(C)CC4)cc1 (configuration not stated)
 : x	u	3	-3%	-0.2	-2%	-1%	19%	u
> CCOC(=O)C1=C(C)N=c2s/c(=C\c3cccc(OCC(=O)O)c3)c(=O)n2C1c1ccccc1 (configuration not stated)
 : -7	u	-2	u	x	-13%	4%	-3%	1%
> O=C(CCC(=O)NCCCc1ccccc1)NCCCc1ccccc1
 : 7	-11%	-3	-5%	-1.3	0%	-20%	-4%	2%
> CCc1nnc(NC(=O)c2ccc(S(=O)(=O)N3CCCCC3C)cc2)s1 (configuration not stated)
 : -2	17%	-8	-19%	0.3	4%	x	-3%	0%
> N#CCNC1CC(=O)N(c2ccccc2)C1=O (configuration not stated)
 : -5	11%	-7	0%	1.1	-2%	-9%	-3%	0%
> Cc1cccc(C(CC(=O)N2CCCCC2)c2ccccc2)c1O (configuration not stated)
 : -8	13%	-2	-2%	0.1	0%	5%	-2%	-1%
> COC(=O)c1nnc(-c2ccccc2)nc1OC
 : 1	u	-4	11%	2.0	1%	8%	1%	1%
> O=C(CSc1ccccc1)NC1CC1
 : x	-4%	-9	x	x	5%	x	0%	-5%
> COc1ccc(S(=O)(=O)NC(C)C(=O)Nc2ccc3c(c2)OCCO3)cc1OC (configuration not stated)
 : -1	-16%	-2	-5%	0.2	-3%	-10%	-3%	0%
> CCCCN([C@H](CO)C(C)C)S(=O)(=O)c1ccccc1Br
 : x	3%	2	-12%	x	2%	10%	-4%	1%
> Cn1ncc2c(Nc3cc(Cl)cc(Cl)c3)ncnc21
 : x	12%	-11	10%	x	-1%	4%	-2%	1%
> Cc1[nH]c2ccccc2c1/C=N/NC(=O)c1ccc(N)cc1
 : -6	0%	-3	37%	-0.4	1%	-3%	3%	1%
> O=[N+]([O-])c1ccc(COc2ccccc2CN2CCCCC2)cc1
 : x	u	5	-24%	x	3%	-8%	2%	3%
> COc1ccc(CNC(=O)c2ccc(N3CCC4(CC3)CC(c3ccc(Cl)cc3)=NO4)c([N+](=O)[O-])c2)cc1
 : x	-3%	2	-9%	x	9%	2%	1%	5%
> Cc1ccc(NC(=O)COC(=O)c2cccc(OC(F)F)c2)cc1S(=O)(=O)N1CCCCC1
 : -46	-24%	-5	6%	0.7	0%	3%	-4%	0%
> CC(C)(C)OC(=O)N1CC(O)CC1C(=O)OCC(=O)c1ccccc1 (configuration not stated)
 : -17	0%	-11	11%[11.4 µM]	0.1	6%	0%	-5%	-1%
> CCOC(=O)c1ccc2c(c1)NCc1cccc(OC)c1O2
 : 16	26%	-2	-10%	0.2	-3%	-8%	1%	0%
> O=S(=O)(Nc1cccc(-c2ccc(N3CCCCCC3)nn2)c1)c1ccc(C(F)(F)F)cc1
 : -14	-21%	-1	12%[11.4 µM]	-0.1	-7%	7%	16%	9%
> O=C1[C@H]2[C@H](C=CC[C@H]2C(=O)N2CCOCC2)CCN1Cc1ccc(Cl)c(Cl)c1
 : x	-1%	-11	-7%	x	0%	0%	-1%&-3%	1%&0%
> Nc1nc(Sc2c([N+](=O)[O-])cc(C(F)(F)F)cc2[N+](=O)[O-])n[nH]1
 : 18	123%[activator]	3	u	-0.4	15%	12%	u	-9%
> Cc1ccc(N(C(=O)CNC(=O)c2ccco2)C(C(=O)NC2CCCC2)c2cccnc2)c(C)c1 (configuration not stated)
 : 15	-30%	2	-2%	0.2	4%	11%	-2%	-3%
> CN1CCN(C(=O)c2cc3ccccc3cc2O)CC1
 : -21	11%	2	-29%	-0.4	4%	-1%	-2%	2%

# Results in RGS4 inhibitor, Vif-APOBEC3F blk and ERG Ets-DNA blk, for 2 of the compounds above:
mol	RGS4 inhibitor	Vif-APOBEC3F blk	ERG Ets-DNA blk
CCCCN([C@H](CO)C(C)C)S(=O)(=O)c1ccccc1Br	-12%	2%	10%
Cn1ncc2c(Nc3cc(Cl)cc(Cl)c3)ncnc21	10%	-1%	4%

# Source: PubChem
